Assay outcomes (PubChem BioAssay)
rad50: NCI yeast anticancer drug screen, S. cerevisiae rad50 strain. % growth inhibition at 50 µM. actives 10% (n = 79,000);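 note: 0% = growth of vehicle-only cultures of the same strain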
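Growth of the mutant yeast was measured after compound exposure and referenced to vehicle-treated cultures.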
mec2-1: NCI yeast anticancer drug screen, S. cerevisiae mec2-1 strain | growth inhibition, % at 50 µM | actives 9% (n = 79,000) | AID 157, 2004;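 note: 0% = growth of vehicle-only cultures of the same strain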
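Test agents were screened against the mec2-1 yeast strain, with defined DNA repair or cell cycle alteration. Growth was scored as inhibition against vehicle-only controls.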
bub3: NCI yeast anticancer drug screen, S. cerevisiae bub3 mutant strain; AID 167, 2004; actives 9.9% (n = 78,000); growth inhibition, % at 50 µM;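 note: 0% = growth of vehicle-only cultures of the same strain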
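Whole-cell yeast assay. The mutant strain was incubated with compounds, and growth inhibition was determined by comparison with vehicle-treated cells.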
yeast mlh1 rad18: NCI yeast anticancer drug screen, S. cerevisiae mlh1 rad18 strain. % growth inhibition at 50 µM. AID 175, 2004. actives 11% (n = 79,000);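 note: 0% = growth of vehicle-only cultures of the same strain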
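Cells of a genetically altered yeast strain, deficient in DNA damage repair, were treated with compound. Their growth was then compared with that of vehicle-treated cultures to give inhibition.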
sgs1 mgt1: NCI yeast anticancer drug screen, S. cerevisiae sgs1 mgt1 strain. growth inhibition, % at 50 µM. actives 10% (n = 78,000). AID 161, 2004;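 note: 0% = growth of vehicle-only cultures of the same strain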
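Inhibition of yeast growth, normalised to vehicle-treated controls, is reported for a strain bearing genetic alterations in DNA damage repair.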
cln2 rad14: NCI yeast anticancer drug screen, S. cerevisiae cln2 rad14 strain. growth inhibition, % at 50 µM. AID 165, 2004. actives 8.3% (n = 78,000);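 note: 0% = growth of vehicle-only cultures of the same strain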
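Each compound was tested on cln2 rad14 yeast. Inhibition of growth was calculated against vehicle-exposed controls.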
* hit, by the source's call; . = no result given. Cut-off read from the data, not from the text of the source: active = growth inhibition above about 70%; inactive = the rest. An unsorted share of the library. Share with any hit: about 13%.

Compound	rad50	mec2-1	bub3	yeast mlh1 rad18	sgs1 mgt1	cln2 rad14
CN(C)c1ccc(-c2c(C#N)c(-c3ccccc3)n(NS(=O)(=O)c3ccccc3)c(=O)c2C#N)cc1	71.0*	75.5*	76.2*	72.2*	75.2*	80.8*
CCCCOC(=O)C(N)Cc1ccc(O)cc1 (centres undefined)	-21.1	-15.0	-25.4	-17.6	-21.4	-62.2
NC(N)=N/N=C/C(=N\N=C(N)N)C(O)CO (centres undefined)	28.9	-4.5	4.8	-9.1	1.9	2.4
CC(C)CCC[C@@H](C)[C@H]1CC[C@H]2[C@@H]3C=C4C[C@@H](O)CC[C@]4(C)[C@H]3CC[C@]12C	-36.0	-11.6	-31.9	-7.8	-24.0	-26.1
COC(=O)Cc1c(C(=O)OC)c(O)cc(O)c1C(=O)OC	5.8	5.2	12.3	-5.8	-10.2	-14.4
Cc1ccc(NC(=O)Oc2ccc(OC(=O)Cc3ccccc3)cc2)cc1NC(=O)Oc1ccc(OC(=O)Cc2ccccc2)cc1	99.2*	99.4*	99.0*	99.1*	99.2*	98.2*
OC1c2ccccc2C2c3ccccc3C1C2Cl (centres undefined)	43.8	5.9	-5.7	39.8	25.8	35.3
O=C(Nc1ccc(Cl)cc1)OCCN(CCOC(=O)Nc1ccc(Cl)cc1)C(=O)Nc1ccc(Cl)cc1	19.3	-19.1	-7.8	9.2	1.6	-3.2
C[N+](C)(C)CCCNC(=O)Nc1ccc(Cl)cc1	-3.4	-4.8	5.6	2.2	-10.2	-26.4
c1ccc(CCC(Cc2cccnc2)c2ccccn2)nc1 (centres undefined)	0.8	13.3	12.3	0.3	4.5	-51.0
C/C=C1/CN2CCC3(O)c4ccccc4N4C=C(C(=O)OC)C1CC2C43O (centres undefined)	8.2	2.7	31.9	-32.4	5.8	34.1
CN(C)c1ccc(N=C(C#N)C(=O)c2ccccc2)cc1	-4.3	17.6	-15.0	-12.2	-6.7	-21.6
Cc1cc2oc3c(ccc(=O)n3C)c(=O)c2c(C)c1Cl	53.7	29.4	30.2	17.9	54.8	25.9
CC(=O)NNC(=S)N/C=C/c1c(C)ccc([N+](=O)[O-])c1[N+](=O)[O-]	-24.5	-35.0	-36.0	-2.8	-28.4	-31.9
C[C@H](CCC(=O)NN)[C@H]1CC[C@H]2[C@@H]3CC[C@@H]4C[C@H](O)CC[C@]4(C)[C@H]3CC[C@]12C	60.0	40.2	89.2*	92.2*	35.3	54.4
COC(=O)c1cc(C)ccc1-c1ccc(C)cc1C(=O)OC	-15.3	21.8	67.2	5.3	2.7	-16.8
CC(=O)O/C=C\COC(C)=O	79.8*	47.8	86.3*	39.3	42.5	33.5
C=NN=C	-9.8	-14.8	-33.1	-20.1	-20.6	-28.9
Cc1cc(=S)c2cc3c(cc2[nH]1)OCO3	9.8	-6.1	-14.6	-2.1	-7.9	-45.0
CCOCC(C)(CO)CC(C)CO (centres undefined)	-10.2	1.4	-4.5	4.0	-5.6	-6.6
CCCCCCCSc1nsc(SCCCCCCC)c1C#N	-21.3	0.9	-9.7	1.6	-13.1	-16.1
COC1=C(N)C(=O)c2nc(-c3nc(C(=O)O)c(C)c(-c4ccc(OC)c(OC)c4O)c3N)ccc2C1=O	92.5*	94.0*	92.8*	92.5*	93.8*	92.2*
c1ccc(-c2c3ccccc3c(-c3ccccc3)c3ccccc23)cc1	6.2	6.0	2.4	19.7	6.7	-3.8
BrC1=C(Br)C2(SCCS2)[C@H]2C[C@@H]1c1ccccc12	3.5	-7.3	11.2	-21.1	-9.9	-14.3
CCCCN(CCCC)CCCCCCCCCCO	45.4	36.2	70.0*	25.4	52.6	4.2

Single records, from the list above.
Profile of CCCCCCCSc1nsc(SCCCCCCC)c1C#N = rad50: -21.3; mec2-1: 0.9; bub3: -9.7; yeast mlh1 rad18: 1.6; sgs1 mgt1: -13.1; cln2 rad14: -16.1
Profile of c1ccc(CCC(Cc2cccnc2)c2ccccn2)nc1 (centres undefined) = rad50: 0.8; mec2-1: 13.3; bub3: 12.3; yeast mlh1 rad18: 0.3; sgs1 mgt1: 4.5; cln2 rad14: -51.0

Laid out differently: 4 of the compounds above
Each structure is followed by: rad50	mec2-1	bub3	yeast mlh1 rad18	sgs1 mgt1	cln2 rad14
- CC(=O)NNC(=S)N/C=C/c1c(C)ccc([N+](=O)[O-])c1[N+](=O)[O-]
    -24.5	-35.0	-36.0	-2.8	-28.4	-31.9
- C[C@H](CCC(=O)NN)[C@H]1CC[C@H]2[C@@H]3CC[C@@H]4C[C@H](O)CC[C@]4(C)[C@H]3CC[C@]12C
    60.0	40.2	89.2*	92.2*	35.3	54.4
- COC(=O)c1cc(C)ccc1-c1ccc(C)cc1C(=O)OC
    -15.3	21.8	67.2	5.3	2.7	-16.8
- CC(=O)O/C=C\COC(C)=O
    79.8*	47.8	86.3*	39.3	42.5	33.5

The results go on:
Compound	rad50	mec2-1	bub3	yeast mlh1 rad18	sgs1 mgt1	cln2 rad14
COc1cc2c(C)cc(O)cc2c2cc(O)c(C)cc12	22.6	-1.6	-9.9	91.8*	-10.3	-5.9
COc1ccc(NC(C)c2ccncc2)cc1 (centres undefined)	-17.8	-16.0	-9.9	-46.0	-29.0	-9.9
CCCCCCc1cn([C@H]2C[C@H](O)[C@@H](CO)O2)c(=O)[nH]c1=O	-5.6	-5.4	3.0	9.2	7.2	-12.8
CC1(C)/C(=C/N=O)N(O)C(C)(C)N1O	-26.9	-34.6	-35.9	-15.2	-43.8	5.8
C[C@H]1CCC2C(OC(=O)[C@@H]2CN(C)C)[C@]2(C)C(=O)C=CC12O (some centres undefined)	-24.5	-31.4	-7.0	-36.0	-10.3	17.4
O=C1c2sccc2-c2cccc3cccc1c23 (tested in a mixture with another compound)	97.2*	98.0*	83.2*	95.0*	96.2*	82.5*
OC1c2ccccc2C=Cc2ccccc21	27.6	-8.2	-1.1	49.5	35.2	32.6
CC(C/C=C(/C=O)C(C)CC(C)(C)C)CC(C)(C)C (centres undefined)	43.9	20.2	4.8	61.8	36.3	-24.1
Oc1c(Br)cc(Br)cc1CN(Cc1cc(Br)cc(Br)c1O)C1CCCCC1	7.3	-10.8	-47.0	-16.4	-47.0	-9.4
Cn1nc(NC(=O)c2cc(NC(=O)Nc3cc(C(=O)Nc4cc(C(=O)Nc5ccc6cc(S(=O)(=O)O)cc(S(=O)(=O)O)c6c5)n(C)n4)n(C)n3)nn2C)cc1C(=O)Nc1ccc2cc(S(=O)(=O)O)cc(S(=O)(=O)O)c2c1	4.6	7.2	2.1	-2.2	-5.8	24.4
N/C(Cc1ccc(N)cc1)=N\O	-17.4	-13.6	.	-13.8	.	.
COc1ccc(C2=NOC3COC4C=CC=CC4OCC23)cc1 (centres undefined)	-11.4	-22.1	-19.4	-18.6	-13.6	-17.9
Oc1ccc(Cl)cc1N1CCOCC1	9.6	24.1	-19.6	-15.0	13.4	-15.2
CCn1c(SCc2nnc(Nc3ccccc3)s2)nc2ccccc2c1=O	3.0	3.8	13.8	-23.4	17.1	-2.3
N/C(=N\S(=O)(=O)c1cc(C(F)(F)F)cc(C(F)(F)F)c1)c1ccncc1	5.0	11.2	19.6	24.7	23.9	1.3
Nc1cc(Cl)c(S(N)(=O)=O)cc1S(N)(=O)=O	-13.5	-18.2	14.8	3.9	28.0	13.8
N#CCSCC#N	-10.4	-1.0	-6.2	-6.2	11.1	-4.8
O=C(O)CNC1CCCC1	-1.3	3.6	5.0	-15.1	4.3	-1.6
O=C(O)C1CCC2SC(F)(F)C(F)(F)C2C1 (centres undefined)	-4.0	12.2	8.6	11.6	2.6	12.5
CC(=O)CC(=O)c1ccc(Cl)cc1	-28.4	-11.4	-4.1	-0.2	-10.8	-13.6
O=c1[nH]c2cc(Cl)ccc2c2cc(Cl)ccc12	39.9	7.6	-0.3	52.2	16.6	-3.3
O=[N+]([O-])c1ccc(/C=C(/c2ccc([N+](=O)[O-])o2)S(=O)(=O)c2ccccc2)cc1	64.8	13.8	-1.2	60.5	76.8*	43.0
CCCCC(O)c1ccc2c(c1)OCO2 (centres undefined)	-9.9	-31.5	-43.0	-19.6	-28.6	-68.8
CCOC(=O)NC(/C=C/c1ccccc1)NC(=O)OCC	61.8	29.6	11.8	83.6*	30.1	29.9
Cc1nc2sc3c(c2c(=O)[nH]1)CCCC3	-3.1	-34.8	-47.4	28.7	-46.2	-34.2
BrC1C2=C(c3ccccc31)C(Br)c1ccccc12 (centres undefined)	14.9	4.0	-12.3	1.7	15.3	28.8
O=C(Nc1ccccc1)n1cc(-c2ccccn2)c(N2CCOCC2)n1	-4.6	-11.1	-12.9	-14.4	6.2	-64.5
COc1ccc(C)cc1NC(=O)Nc1cc([N+](=O)[O-])ccc1F	7.4	11.8	18.8	15.8	14.4	10.8
COC(=O)/C=C(\C)CCC1OC1(C)C (centres undefined)	1.3	10.6	-1.4	11.7	-7.4	-12.9
N#Cc1ccc2nc3ccc(N)cc3nc2c1	79.2*	39.1	43.3	48.0	20.1	10.6
C/C(=C1/CCOC1=O)c1cccc(/C(C)=C2\CCOC2=O)c1	3.9	3.5	5.3	2.8	-3.0	-29.4
O=C(O)C1(C(=O)O)CC2C3C=CC(C3)C2C1 (centres undefined)	-7.8	-11.7	18.8	20.5	0.3	-48.8
O=c1c2cc([N+](=O)[O-])ccc2sc2ccsc12	1.6	2.5	-10.6	11.9	-5.0	-2.9
O=C(/C=C/c1c(-c2ccccc2)[nH]c2ccccc12)c1ccccc1O	26.4	4.7	-2.1	15.2	24.8	-39.5
N#CC(C#N)=Cc1ccc(Oc2ccccc2)cc1	88.2*	82.1*	83.7*	73.9*	58.9	66.3
N#CCCN(C(=O)Nc1cc(C(F)(F)F)ccc1Cl)C1CCCCC1	28.6	11.0	24.9	30.6	29.1	14.3
CC(=O)N1OC2(C)c3ccccc3C1(C)c1ccccc12	99.2*	99.4*	99.4*	99.1*	97.9*	99.2*
O=C1c2ccccc2C(=O)N1/N=C/c1ccc2c(c1)OCO2	22.5	10.2	.	18.4	.	.
c1ccc(-c2c(CN3CCN(c4ccccc4)CC3)c3ccccn3c2CN2CCN(c3ccccc3)CC2)cc1	42.0	-4.2	-0.9	-2.8	29.4	-29.8
CCCCOC/N=C(/N)NC#N	10.9	2.1	-4.1	17.7	-5.2	28.6
CCN(CC)/C(C=[N+]=[N-])=N\C(N)=N\S(=O)(=O)c1ccc(OC)cc1	-37.2	-13.9	4.0	13.4	-13.8	-28.0
CC(=O)N(c1ccncc1)c1ccc(N)cc1	7.5	-0.5	-11.1	4.8	25.4	8.9
Cc1ccc2c(-c3cccc4ccccc34)c3ccccc3cc2c1	5.5	9.7	8.9	-7.8	-12.0	-8.4
O=c1cc2n(c(=O)n1-c1ccccc1)CCCC2	6.1	6.6	-9.2	-6.8	11.7	12.2
O=C1CC(c2ccccc2)S(=O)(=O)c2ccccc2N1 (centres undefined)	-13.6	-8.5	11.3	1.4	1.5	10.2
COc1cc(/C=C/C(=N\NC(=S)NN)c2sc(NNC(C)=O)nc2C)ccc1O	22.5	-4.5	15.5	19.2	21.7	9.1
Cn1c(=O)c(C(c2ccc([N+](=O)[O-])cc2)c2c(O)c3ccccc3n(C)c2=O)cc2ccccc21 (centres undefined)	-21.1	1.8	-13.8	10.2	-11.2	-33.6
CC(=O)c1ccc([C@H](O)[C@H](CO)NC(=O)C(Cl)Cl)cc1	-1.1	0.5	-21.6	-16.2	7.0	-57.4
COC(=O)CNC(=O)Nc1cc(N2C(=O)ON3C2C(C)(C)N(O)C3(C)C)ccc1C (centres undefined)	3.0	13.8	15.2	-22.6	16.9	20.6
Cc1ccc(S(=O)(=O)NCCCCC(N)C(=O)O)cc1 (centres undefined)	-13.7	-31.1	-14.5	-9.9	-9.7	0.8

Remaining list, next part.
Compound	rad50	mec2-1	bub3	yeast mlh1 rad18	sgs1 mgt1	cln2 rad14
COc1cc2c(cc1OC)C(=O)C(C1=C(SC(=N)N)C(=O)c3cc(OC)c(OC)cc31)C2 (centres undefined)	-7.4	-21.9	2.9	-2.0	-7.8	-0.7
O=C(COc1c(Cl)cc(Cl)c2ccccc12)NC1c2ccccc2Oc2ccccc21	22.6	0.4	10.2	14.4	34.1	7.5
CN1CCCN(C(c2ccccc2)c2ccc(Cl)cc2)CC1 (centres undefined)	3.9	-16.9	27.6	10.5	1.9	19.9
CCOC/C(=N\NC(N)=O)c1ccccc1	-16.8	-22.2	9.3	-20.3	-22.9	-1.9
